# Assay outcomes as filed in PubChem BioAssay.
# CaV13 FRET inh – Disruptors of the CACNA1D IQ motif to Ca2+-dependent inactivation inhibitor domain association, primary screening, Förster resonance energy transfer in intact living …; HEK cells, CFP/YFP FRET ICDI-IQ, plate reader, 10 min; percent FRET-ratio fall versus neutral wells; inhibition, % at 12.3 µM; 340,000 compounds, 0.098% hits; AID 743397;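 active = mean replicate inhibition of at least 30% and at least 1% of replicates passing that level; inconclusive = only one of the two criteria is met; inactive = neither criterion is met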;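 also: 0% = median of the neutral control wells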
# H9c2 protect – modulators protecting cardiomyocytes from myocardial damage; H9c2 cardiomyocytes, H2O2 injury protection, ATPLite, 2 h; protection from H2O2 cell death, % at 20 µM; 360,000 compounds, 0.63% hits;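 active = compounds giving at least 50% protection of heart cells from peroxide-induced death in the single-dose screen, raw or plate-pattern-corrected value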;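 also: 0% = DMSO wells with peroxide and 100% = DMSO wells without peroxide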
# ABHD5-PLIN5 inh – ABHD5-PLIN5 protein interaction inhibition. Q00G26+Q8WTS1. Split G. princeps luciferase complementation, luminescence, 4 h. inhibition, % at 4 µM. 360,000 compounds, 0.78% hits. AID 602281;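 active = inhibition above the mean inhibition across every tested compound plus 3 SD, cut at about 22% in these data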;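 also: 0% = DMSO only wells and the 100% control is not disclosed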
# ABCB6 inh 2 – inhibitors of human ABC transporter ABCB6; 360,000 compounds, 0.19% hits; Q9NP58; fluorescence ratio to DMSO, % at 10 µM; K562-ABCB6 porphyrin accumulation, flow cytometry, 1 h; stronger effect = lower value; AID 602162;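 active = fluorescence ratio to DMSO below 75%, the collection mean minus 3 SD; inconclusive = too few cells collected in the well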;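 also: signal is porphyrin accumulated inside mitochondria; 100% equals median channel fluorescence of DMSO control wells; lower ratio means ABCB6 inhibition with less porphyrin fluorescence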
# Target sequence (Q9NP58 whole entry, looked up): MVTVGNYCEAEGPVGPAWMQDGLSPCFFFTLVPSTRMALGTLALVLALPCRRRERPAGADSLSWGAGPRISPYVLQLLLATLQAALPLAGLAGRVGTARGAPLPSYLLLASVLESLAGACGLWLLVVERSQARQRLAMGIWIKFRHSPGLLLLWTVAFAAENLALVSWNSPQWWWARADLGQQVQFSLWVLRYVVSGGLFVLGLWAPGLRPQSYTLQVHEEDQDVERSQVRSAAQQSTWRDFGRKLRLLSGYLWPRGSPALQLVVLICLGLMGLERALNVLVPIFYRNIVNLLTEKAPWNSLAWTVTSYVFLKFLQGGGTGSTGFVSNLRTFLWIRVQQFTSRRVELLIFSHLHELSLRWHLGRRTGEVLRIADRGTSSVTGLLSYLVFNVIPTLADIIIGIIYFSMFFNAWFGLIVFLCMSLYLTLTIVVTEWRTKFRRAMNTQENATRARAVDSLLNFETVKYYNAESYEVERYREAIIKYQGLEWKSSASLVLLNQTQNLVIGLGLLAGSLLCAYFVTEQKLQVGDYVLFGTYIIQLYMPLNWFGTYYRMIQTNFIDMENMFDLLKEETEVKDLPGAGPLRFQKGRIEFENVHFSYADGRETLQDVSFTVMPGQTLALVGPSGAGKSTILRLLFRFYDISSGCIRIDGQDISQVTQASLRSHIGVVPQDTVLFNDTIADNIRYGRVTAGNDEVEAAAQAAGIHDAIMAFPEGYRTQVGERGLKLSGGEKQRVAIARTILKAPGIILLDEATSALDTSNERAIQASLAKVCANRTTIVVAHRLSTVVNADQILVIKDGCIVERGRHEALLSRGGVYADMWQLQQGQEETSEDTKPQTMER
# HTR2A ag – activates the mouse 5-HT2A serotonin receptor. CHO-K1 mHTR2A beta-arrestin complementation, luminescence; percent of 30 µM serotonin response. AID 624169. P35363. 360,000 compounds, 0.66% hits. activation, % at 7.6 µM;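 active = activation above a run cutoff, the mean activation of all tested compounds plus 3 SD, cut at about 14% in these data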;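 also: 0% = plate median of compound wells and 100% = 30 µM serotonin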
# MC4R antagonist – blocks human MC4R cAMP signaling; P32245; MC4R-expressing cells, MTII-stimulated cAMP, LANCE TR-FRET; inhibition, % at 6.5 µM; 360,000 compounds, 0.48% hits;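 active = inhibition above its plate's cutoff, the mean of tested wells on that plate plus 3 SD, cut at about 29% in these data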;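 also: 0% = Melanotan II alone and 100% = Melanotan II plus saturating MCL0020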
#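 System – human MC4R-expressing U2OS cells · Also added – Melanotan II · Dosing – one concentration, 6.5 µM nominal · Timing – 30-min compound, 1-h challenge, 1-h detection, room temperature · Measured by – Eu-cAMP/anti-cAMP TR-FRET, emission 671 nm · Replicates – singlicate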
# Exocytosis inh – lytic granule exocytosis inhibition; TALL-104 LAMP-1 surface exposure, flow cytometry; cells stimulated with thapsigargin and PMA; inhibition, % at 10 µM; 360,000 compounds, 0.66% hits; AID 651702;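 active = inhibition above about 55%, limit read from the data; inconclusive = no clear call, values can overlap the other calls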
# N-glyco inh – N-linked glycosylation inhibition | D54 ERlucT glycosylation luciferase reporter, 24 h; percent of 100 nM tunicamycin response | reporter increase, % at 12.5 µM | 360,000 compounds, 0.23% hits;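 active = mean luciferase reporter signal, scaled so untreated is 0 and the glycosylation-blocking control 100, at or above a set limit in every replicate; inconclusive = mean reaches the limit but not every replicate does; inactive = mean below the limit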;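 also: luciferase carries N-glycosylation sites so blocking glycosylation raises the light; 0% = median of neutral control wells and 100% = median of 100 nM tunicamycin wells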
# MC4R ag barr – agonists of human melanocortin 4 receptor (MC4R) beta-arrestin; U2OS MC4R beta-arrestin complementation, luminescence; percent of melanotan II response, DMSO zero; AID 540308; 360,000 compounds, 0.98% hits; activation, % at 8.9 µM; P32245;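 active = activation above a per-plate cutoff, the mean activation of sample wells on that plate plus 3 SD, cut at about 8% in these data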
# PDI turbidity – blocks human protein disulfide isomerase activity; P07237; 350,000 compounds, 0.052% hits; PDI insulin aggregation turbidity, A650, 90 min; inhibition, % at 10 µM;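 active = mean inhibition across replicates of 30% or more, whatever share of single replicates reach that level; inconclusive = mean inhibition below 30% while every single replicate reaches 30%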;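 also: absorbance from insulin aggregation driven by PDI reduction with DTT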
# * = called active by the depositor; u = inconclusive; x = not tested or not shown; & = joins results of further samples. Compounds as they come; overall some 4.2% were active at least once.
SMILES,CaV13 FRET inh,H9c2 protect,ABHD5-PLIN5 inh,ABCB6 inh 2,HTR2A ag,MC4R antagonist,Exocytosis inh,N-glyco inh,MC4R ag barr,PDI turbidity
CCN(CC)c1ccc(C(=O)NC(=S)Nc2cc(S(=O)(=O)N3CCOCC3)ccc2-n2cncn2)cc1,-6,-4,2,99,1,7,-11,0,-0.3,-6
COc1ccc(CC(=O)NCc2nnc(SCC(=O)Nc3ccc(OC)cc3)n2C)cc1,-19,0,-3,98,2,8,6,0,-0.2,-19
O=C(O)CSCC(=O)N1CCCN(c2nccc(C(F)(F)F)n2)CC1,-20,-1,6,94,1,2,-8,0,-1.1,6
O=C(Nc1ccc(Cl)cc1)N1CCN(Cc2ccc3c(c2)OCO3)CC1,-2,-1,9,93,-1,1,1,-4,-2.2,-9
COc1ccc(N2CCN(c3cc(=O)n(Cc4ccc(F)cc4)c(=O)[nH]3)CC2)cc1,-7,5,3,101,16*,-2,-1,-1,0.2,0
CS(=O)(=O)Nc1ccc(C(=O)NCCSCc2c(F)cccc2Cl)cc1,3,2,1,89,-1,14,1,1,-1.1,8
COc1ccc(Br)cc1CN(C)CC(O)COc1ccc(Br)cc1 (configuration not stated),-2,-2,-6,98,-7,11,47,1,2.6,-1
Cc1ccc(NC(=S)NC(=O)c2ccccc2)cc1NC(=S)NC(=O)c1ccccc1,-5,-6,-8,106,-3,15,5,-2,-0.8,2
CN(CC(=O)Nc1ccccc1Br)C(=O)c1ccccc1OCc1ccc(Cl)cc1,-6,20,-13,96,-1,5,0,-2,-0.5,-2
Cc1cc(OCC(=O)OCC(=O)NC2CCCCC2C)ccc1Cl (configuration not stated),-2,0,1,100,5,2,-5,-1,-1.8,-2
COc1ccc(OCC(=O)OC2CCCN(C)C2)cc1 (configuration not stated),-5,0,-3,99,6,8,8,0,2.0,-8
O=C(NCCCN1CCCC1=O)c1cncc(Br)c1,-6,-2,6,93,2,-6,-1,2,0.5,-5
O=C(COC(=O)c1ccc([N+](=O)[O-])o1)NCc1ccc(F)cc1,-7,38,-2,99,-7,-7,-4,2,-2.5,6
NS(=O)(=O)c1ccc(CCNC(=O)CSc2nc3ccccc3c(=O)n2CCC(=O)N2CCCCC2)cc1,12,-7,3,98,1,-3,2,3,-0.7,6
O=C(Nc1ccc(N2C(=O)c3cccc4cccc(c34)C2=O)cc1)c1ccc(N2CCCCC2)c([N+](=O)[O-])c1,-6,-1,0,97,1,-1,-6,-4,0.9,-11
O=C1N=c2ccc([N+](=O)[O-])cc2=C1c1sc(=O)[nH]c1O,-16,20,-1,105,-9,11,25,-1,2.0,12
NC(=O)C1CCN(C(=S)NCc2ccc3c(c2)OCO3)CC1,-2,1,0,100,0,8,2,0,-2.1,3
CCOCCCNC(=O)C(NC(=O)CC1NC(=O)NC1=O)c1ccc(Cl)cc1 (configuration not stated),-4,6,0,97,-1,4,0,2,0.8,7
CN1CCC[C@H]1CCNc1ccc2c(=O)c3ccccc3n(C)c2c1,-9,20,-3,96,1,-2,-2,8,0.1,3
CC12CC3CC(C)(C1)CC(C(=O)NC(=S)N1CCOCC1)(C3)C2,x,0,-1,100,-1,11,-7,2,3.9,-3
COc1ccc(NC(=O)COc2coc(CN3c4ccccc4CC3C)cc2=O)cc1 (configuration not stated),-6,-8,-8,103,-2,-1,-4,0,3.7,-1
O=C(NCCCN1CCOCC1)c1cccc(S(=O)(=O)NCc2ccccc2)c1,-5,6,9,96,-5,0,3,1,-0.6,-9
CC(Nc1ccc2c(c1)OCCO2)C(=O)N1CCc2ccccc21 (configuration not stated),-3,-5,-3,98,0,4,4,0,-1.6,6
Cc1ccc(C)c(S(=O)(=O)NNC(=O)Nc2ccccc2Cl)c1,-4,2,-4,106,-4,3,-5,2,-0.4,2
COc1ccc(C)cc1S(=O)(=O)Nc1cccc(C)c1,-4,4,1,96,0,7,0,1,0.1,5

# (more compounds)
SMILES,CaV13 FRET inh,H9c2 protect,ABHD5-PLIN5 inh,ABCB6 inh 2,HTR2A ag,MC4R antagonist,Exocytosis inh,N-glyco inh,MC4R ag barr,PDI turbidity
COc1cc(Cl)ccc1OCc1cc(C(=O)N2C[C@]3(C)C[C@H]2CC(C)(C)C3)no1,-6,-3,-7,96,-5,17,1,-1,1.5,0
COc1ccc(C=CC(=O)c2c(OC)cc(OC)c(OC)c2O)cc1,-6,23,23*,95,-2,-59,-3,29*,0.5,-3
Cc1cccc(C)c1NC(=O)C(c1ccc(C#N)cc1)n1c(=O)c(-c2ccccc2)nc2ccccc21 (configuration not stated),-9,x,8,x,0,x,12,x,x,x
COc1ccc(S(=O)(=O)n2c([N+](=O)[O-])cnc2C)c(C)c1C,-2,2,-2,100,3,3,-16,0,-0.7,-4
CCOC(=O)N1CCN(c2ccc(C(=O)c3cccc(F)c3)cc2)CC1,x,-4,11,99,-4,15,20,-2,-0.5,5
CCN(CC)c1ccc(C(=O)NNC(=O)CNC(=O)c2ccco2)cc1,-4,-2,-2,101,2,-4,6,0,-2.0,-5
CCn1c(SC(C)C(=O)O)nnc1-c1cccnc1 (configuration not stated),-6,-4,2,97,0,-2,-4,1,-1.8,-2
COc1ccc(C(=O)Nc2ccc3nc(C)sc3c2)cc1S(=O)(=O)N1CCOCC1,-6,3,-6,98,1,2,0,1,-1.4,-2
COCCCNc1nc(N)c([N+](=O)[O-])c(Nc2cc(OC)ccc2OC)n1,-4,12,2,88,-1,8,-4,4,3.6,4
COc1ccccc1/C=C/C1(C(=O)NC2CCCC2)CC(=O)N1c1ccc(C)cc1 (configuration not stated),-3,-6,-3,96,-4,-5,1,13,-1.5,-3
Cc1c(Cl)cccc1NC(=O)C1CCCN(S(C)(=O)=O)C1 (configuration not stated),-6,2,0,101,2,7,-5,2,-1.5,-5
Nc1cc(C(F)(F)F)ccc1C(=O)O,-7,-3,5,103,-7,6,6,2,1.2,6
CCCc1c(C)nc(N2CCN(c3ccccc3F)CC2)[nH]c1=O,-2,-4,-4,96,3,1,1,-1,0.7,11
CC(=O)NC(CC(=O)Nc1ccc(S(=O)(=O)NC2=NCCCCC2)cc1)c1ccccc1 (configuration not stated),-3,-6,3,94,-5,7,4,-1,-2.5,-6
CCN(CC)S(=O)(=O)c1ccc(N2CCOCC2)c(NS(=O)(=O)c2ccc(OC)cc2)c1,2,3,-7,93,0,10,-1,0,-1.1,7
CCCOC(=O)c1ccc(OCC(O)CN2CCN(C(=O)c3ccccc3)CC2)cc1 (configuration not stated),-1,5,1,91,-10,6,-2,1,-1.9,1
CCOc1cccc(C2/C(=C(/O)c3ccc4c(c3)CC(C)O4)C(=O)C(=O)N2CCCn2ccnc2)c1 (configuration not stated),-16,6,2,100,3,10,-3,2,-2.4,-9
CCC1CCCCN1S(=O)(=O)c1ccc(C(=O)Nc2nnc(-c3ccccc3Cl)o2)cc1 (configuration not stated),x,22,-2,99,1,19,4,2,0.5,-3
Cc1cccc(Cn2c(=O)oc3ccc(C)cc32)c1,x,2,2,96,0,17,-2,-4,0.6,7
O=C(CNS(=O)(=O)c1ccccc1)OCc1cccc([N+](=O)[O-])c1,-5,4,5,98,0,19,-4,1,-0.8,5
Cc1c(C(=O)Nc2ccccc2F)sc2nc3n(c(=O)c12)CCC3,-3,3,1,98,-1,1,-2,-2,-2.5,5
COc1ccccc1N1CCN(C(=O)CCNC(=O)c2ccco2)CC1,-5,5,12,99,14,0,4,1,-2.9,5
CC(C)[C@H](N)c1cn([C@@H](CO)C(=O)N2CCNCC2)nn1,-8,-1,2,99,9,1,-4,2,-0.8,0
Cn1c(=O)c2c(ncn2CC(=O)N2CCCCCC2)n(C)c1=O,-2,-20,-3,100,-6,1,-3,0,-0.7,5
COc1ccc(C(=O)NCCNc2ccc([N+](=O)[O-])cc2)cc1OC,-20,0,-4,99,3,2,10,1,-0.2,6

# New compounds follow.
SMILES,CaV13 FRET inh,H9c2 protect,ABHD5-PLIN5 inh,ABCB6 inh 2,HTR2A ag,MC4R antagonist,Exocytosis inh,N-glyco inh,MC4R ag barr,PDI turbidity
CCN=c1scc(-c2cccs2)n1/N=C/c1cc(OC)ccc1O,-5,-18,1,93,2,3,1,-8,-0.1,-1
COc1ccc(S(=O)(=O)N2CCCCCC2)cc1C(=O)OCc1c(C)noc1C,0,-5,3,92,6,11,-3,-5,-1.0,-3
O=C(CSc1ccc2nnc(-c3ccccn3)n2n1)Nc1ccc2c(c1)OCO2,-7,26,-1,102,-6,-3,-3,2,-1.0,3
CCc1ccccc1N(CC)C(=O)c1cn(CC)c(=O)c2cc(OC)c(OC)cc12,-4,16,0,153,-2,3,2,-2,-1.1,-22
COc1ccc(NC(=O)COC(=O)Cn2c(C)nc3ccccc32)cc1OC,x,8,8,103,-3,-9,1,1,1.4,-2
COc1cc(CNn2c(C)n[nH]c2=S)cc(Br)c1OCc1ccc(F)cc1,-3,0,-9,101,-3,1,-4,2,-0.8,0
CC(C)CCNC(=O)C(=O)Nc1ccccc1,1,-4,5,101,5,2,1,-3,-3.8,-2
CC(C)(C)[C@H]1C=C(C(N)=O)O[C@@H](OCc2ccc(CO)cc2)C1,-5,2,4,98,2,6,3,3,2.8,-4
O=C(NCCCn1ccnc1)c1cc(C(=O)C2CC2)c[nH]1,-6,1,0,99,0,-5,2,1,-1.3,-2
COC(=O)[C@]1(C)N[C@H](CN(C)C(=O)c2ccc(C(C)(C)C)cc2)[C@@H]2C(=O)N(Cc3ccccc3)C(=O)[C@@H]21,-5,17,-2,99,-2,1,-1,0,-0.2,-4
Cc1cccc(C)c1OCC(=O)NNC(=S)NC(=O)C1CC1,-6,27,-4,97,-7,-3,0,0,-4.1,2
COC(=O)c1cnc[nH]1,-5,-5,-9,107,-1,16,3,0,0.0,-1
Cc1cc(C)[n+]2n1C(=O)C(c1ccccc1)=C2[O-],3&-4,10&14,1&1,97&107,2&2,-12&1,-2&-2,2&2,-0.3&-2.8,u
COc1ccc(Cn2cc(CN3CCc4onc(-c5ccc(Br)cc5)c4C3=O)nn2)cc1,-16,x,8,x,-1,x,-4,x,x,x
Cc1cccc(CN2[C@H](CO)C=CS2(=O)=O)c1,-3,5,8,102,-3,x,0,4,x,x
O=C(CC1C(=O)NC2CCCCC2N1C(=O)c1ccc(F)cc1)Nc1ccccc1 (configuration not stated),-11,15,-14,100,2,14,-1,-1,0.4,4
CCN(CC(=O)NCc1ccc(F)cc1)C(=O)C1CC1C (configuration not stated),-3,1,0,103,4,10,-7,0,-0.6,3
Clc1ccc(-c2csc3ncnc(NCCN4CCOCC4)c23)cc1,-5,5,3,92,-2,-2,1,-10,-3.0,8
O=C(NC1CCCCC1)N1CCN(S(=O)(=O)c2ccc(F)cc2)CC1,7,-2,-1,97,4,-2,3,-1,1.1,-1
